Screens from PubChem.
Bcl-XL Bim block: disrupts Bim peptide binding to human Bcl-XL. Q07817. inhibition, % at 10 µM. AID 1007. bead flow cytometry, fluorescence. 190,000 tested, 0.04% active
Target sequence (Q07817 whole entry, looked up): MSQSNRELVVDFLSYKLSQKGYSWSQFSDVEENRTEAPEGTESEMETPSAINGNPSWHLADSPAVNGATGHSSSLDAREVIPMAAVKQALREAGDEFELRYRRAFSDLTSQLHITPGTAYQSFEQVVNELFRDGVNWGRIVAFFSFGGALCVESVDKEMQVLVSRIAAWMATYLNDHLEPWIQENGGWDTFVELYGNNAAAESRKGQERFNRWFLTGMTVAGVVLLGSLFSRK
RGS7-Gao reg: human RGS7-Galphao interaction regulation | AID 1439 | P09471 | 220,000 tested, 0.35% active | Multiplexed bead flow cytometry, RGS7-Galphao binding; actives lie on both sides | binding response (% of control), % at 10 µM; in the data active = binding response below about 49% or above about 150%; inconclusive = no clear call, values can overlap the other calls; inactive = in between;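 note: fluorescent Galphao held in activated GDP-AlF4 state binding bead-coupled RGS7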
Bim-Mcl-1: inhibitors of Bim-Mcl-1 interaction, human; Bead-based flow cytometry, Bim peptide-Mcl-1 binding; 190,000 tested, 0.1% active; inhibition, % at 10 µM;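 note: 0% = no compound tracer wells and 100% = peptide blocker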
Target sequence (Q07820 whole entry, looked up): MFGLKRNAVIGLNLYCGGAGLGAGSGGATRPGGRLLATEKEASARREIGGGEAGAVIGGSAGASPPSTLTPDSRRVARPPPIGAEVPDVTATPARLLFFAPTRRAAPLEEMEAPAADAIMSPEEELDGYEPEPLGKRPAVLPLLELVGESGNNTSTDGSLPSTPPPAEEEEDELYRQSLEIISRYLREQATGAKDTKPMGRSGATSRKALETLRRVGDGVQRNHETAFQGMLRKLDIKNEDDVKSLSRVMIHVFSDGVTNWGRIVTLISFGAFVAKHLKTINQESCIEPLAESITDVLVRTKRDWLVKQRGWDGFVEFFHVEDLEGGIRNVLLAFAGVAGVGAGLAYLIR
Bcl-W Bim block: inhibitors of Bim-Bcl-W interaction, human; bead-based flow cytometry, Bim peptide-Bcl-W binding; inhibition, % at 10 µM; 190,000 tested, 0.02% active;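 note: 0% = bound tracer without compound and 100% = peptide blocker; higher means less fluorescent Bim peptide bound to Bcl-W beads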
Target sequence (Q92843 whole entry, looked up): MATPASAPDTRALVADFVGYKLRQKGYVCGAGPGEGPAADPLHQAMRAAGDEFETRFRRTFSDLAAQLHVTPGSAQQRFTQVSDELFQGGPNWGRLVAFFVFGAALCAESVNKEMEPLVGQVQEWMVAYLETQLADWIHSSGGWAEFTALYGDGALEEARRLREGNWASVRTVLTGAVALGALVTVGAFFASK
GSH fluor: GSH bead compound fluorescence profile | GSH beads flow cytometry, compound fluorescence 488/530 nm; stronger effect = higher value | 190,000 tested, 0.25% active | fluorescence (KMESF) at 10 µM; in the data active = fluorescence above about 89;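 note: glutathione beads carrying GST-tagged Bcl family fusion proteins plus one bare bead set; values are compound well signal with DMSO vehicle wells as background; inactives centre near 16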
RGS4-Gao reg: modulates binding of RGS4 to human Galphao; P09471; Multiplexed bead flow cytometry; actives lie on both sides; binding response (% of control), % at 10 µM; 220,000 tested, 0.33% active; AID 1415; in the data active = binding response below about 49% or above about 150%; inactive = in between;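 note: fluorescent Galphao activated with aluminum fluoride binding bead-coupled RGS4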
Mcl1 Bid PPI: Mcl-1/Bid interaction inhibition. Q07820. TR-FRET Mcl-1/Bid-Dy647 peptide binding, 1536-well. inhibition, % at 21.7 µM. 220,000 tested, 0.97% active;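 active = compounds that cut the binding signal by more than half at the single screening dose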;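 note: His-tagged Mcl-1 with europium anti-His antibody binding Bid BH3 peptide; 0% = Mcl-1 plus peptide wells and 100% = peptide-only wells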
RGS8-Gao reg: modulates binding of RGS8 to human Galphao; P09471; multiplexed bead flow cytometry; actives lie on both sides; response (percent of control binding), % at 10 µM; 220,000 tested, 0.34% active; in the data active = response below about 60% or above about 140%; inactive = in between;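 note: Galphao activated as the GDP aluminium fluoride complex binding bead-coupled RGS8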
Bcl-2 Bim block: disrupts Bim peptide binding to human Bcl-2; P10415; Bead-based flow cytometry, Bim peptide-Bcl-2 binding; inhibition, % at 10 µM; 190,000 tested, 0.06% active; AID 950; in the data active = inhibition above about 40%; inconclusive = no clear call, values can overlap the other calls;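 note: 0% = no compound wells with probe peptide and 100% = reference peptide inhibitor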
Bim-Bfl-1: disrupts Bim binding to human Bfl-1; 190,000 tested, 0.12% active; Q16548; AID 1008; inhibition, % at 10 µM; Bead-based flow cytometry, Bim-Bfl-1 binding inhibition;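 note: 0% = wells without compound plus tracer and 100% = blocker peptide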
Bim-Bcl-B: human Bim-Bcl-B interaction inhibition; Q9HD36; bead-based flow cytometry, Bim peptide-Bcl-B binding; inhibition, % at 10 µM; 190,000 tested, 0.073% active;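 note: 0% = tracer peptide without compound and 100% = reference inhibitor peptide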
Target sequence (Q9HD36 whole entry, looked up): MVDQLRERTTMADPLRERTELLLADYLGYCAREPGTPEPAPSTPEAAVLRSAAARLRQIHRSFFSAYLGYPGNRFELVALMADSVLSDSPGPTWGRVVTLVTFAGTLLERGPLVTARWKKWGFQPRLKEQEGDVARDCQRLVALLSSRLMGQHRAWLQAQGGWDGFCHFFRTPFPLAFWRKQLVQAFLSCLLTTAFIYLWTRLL
* = called active by the depositor; u = inconclusive; x = not tested or not shown. Cut-off read from the data, not from the text of the source, unless noted: active = inhibition above about 40%.

Screens in order – Bcl-2 Bim block, RGS7-Gao reg, Bim-Bcl-B, RGS8-Gao reg, RGS4-Gao reg, Bcl-XL Bim block, Bcl-W Bim block, Bim-Bfl-1, GSH fluor, Bim-Mcl-1, Mcl1 Bid PPI
1) COCc1[nH]nc2c1C(C1C=CCCC1)C(C#N)=C(N)O2 (configuration not stated)
 : -7, 96, -7, 96, 95, -2, -2, -11, 29, 0, -17
2) COc1cccc(CNc2ccc(F)c(Cl)c2)c1OC
 : 3, 87, 5, 76, 91, 7, 5, 5, 16, 6, 38
3) CN(CC#CCC(c1ccccc1)c1ccccc1)C(C)(C)C
 : -11, 100, -12, 99, 102, -10, 0, -17, 30, -4, -10
4) Cc1cc(NC(=O)c2c(F)cccc2F)n(-c2nc3ccccc3[nH]2)n1
 : -6, 106, -7, 103, 106, -1, 0, -8, 10, -1, -7
5) COc1ccc(-c2cc(N3C(=O)Nc4ccccc4N3O)n[nH]2)c(OC)c1
 : 1, u, 3, 96, 96, 6, 1, -3, 10, 3, -1
6) Cc1ccc(S(=O)(=O)CCC(=O)NCc2ccco2)cc1
 : -5, 98, -6, 99, 99, 1, -2, -13, 16, 1, -46
7) O=C(NNC(=O)C(O)(c1ccccc1)c1ccccc1)C1CC1
 : 0, 94, 0, 99, 95, 2, 3, -6, 23, 5, -15
8) O=C(NC1CCCCC1)NC1CCN(C(=S)NCc2ccco2)CC1
 : -9, 91, -10, 95, 88, -9, 0, -15, 68, 0, -104
9) C/C(CC(=O)NCc1ccco1)=N\NC(=O)Cc1cccc2ccccc12
 : 0, 96, 0, 103, 100, 0, 2, 1, 29, 3, -3
10) COc1ccc(CN2CCN(S(=O)(=O)c3ccc(C)cc3)CC2)cc1Br
 : -8, 101, -5, 102, 100, -2, 4, -12, 38, -1, 10
11) COCc1cc(/C=N\NC(=O)COc2ccccc2)ccc1OC
 : u, 95, x, 86, 98, x, x, x, 16, x, 15
12) COCCNC(=O)Cn1nc(C(F)(F)F)c(Cl)c1C
 : -2, 103, -2, 104, 103, -2, -3, -1, 20, -1, -19
13) CCC(C)(C)C1CCc2c(sc(NC(=O)c3cccs3)c2C(N)=O)C1 (configuration not stated)
 : -1, 102, -6, 102, 100, -3, 4, 0, 17, 2, 10
14) c1ccc2c(N3CCCCCC3)nc(-c3ccncc3)nc2c1
 : -7, 98, 0, 100, 100, -3, -5, -2, 25, -3, 20
15) O=C(CSc1nc(Cc2ccccc2)nc2ccccc12)c1ccc2c(c1)OCCO2
 : -6, 102, -9, 99, 98, 1, 2, -8, 46, -2, 0
16) O=C1CCC([N+](=O)[O-])C(c2ccccc2Cl)N1 (configuration not stated)
 : -1, 95, -5, 100, 100, -1, 6, -9, 6, 1, -20
17) COc1ccc(-c2nc(NC(C)=O)sc2-c2ccc(OC)cc2)cc1
 : 0, u, -2, 100, 99, 0, -1, -3, 18, 0, -36
18) COc1ccc2cc(CCNC(=O)c3ccc(Br)o3)c(=O)[nH]c2c1
 : -3, 105, -3, 104, 109, -2, -2, -6, 15, 1, 0
19) Cc1ccccc1/C=N/NC(=O)c1sccc1C
 : -1, 88, 12, 79, 86, 3, 0, -2, 5, 1, 2
20) COc1ccc(-c2nnc(SCc3ccccc3F)o2)cc1OC
 : -2, 97, -4, 100, 101, 1, 1, -7, 6, 5, 11
21) CCOc1ccc(NC(=O)NCCN2C(C)CCCC2C)cc1 (configuration not stated)
 : 0, 110, -3, 104, 101, -6, -1, -3, 8, -3, -5
22) CC(CC(=O)O)C(=O)c1ccc(Cl)c([N+](=O)[O-])c1 (configuration not stated)
 : -2, 98, -3, 102, 100, -1, 0, -5, 12, 0, -1
23) O=C1c2cccc3cccc(c23)N1CN1CCN(c2ccccn2)CC1
 : -1, 99, 0, 122, 105, 7, 0, -4, 50, 0, -19
24) Cc1cccc(NC(=O)c2ccc(COc3ccc(Cl)cc3Cl)o2)n1
 : -6, 99, -8, 99, 102, 1, 4, -11, 49, -2, -13
25) c1ccc(-c2nnc3sc(CN4CCc5ccccc54)cn23)cc1
 : -6, 101, -6, 100, 102, -1, 0, -12, 20, -1, -87
26) COc1ccc(NC(=O)Nc2ccccc2F)cc1
 : -10, 101, -4, 106, 103, -2, 0, -11, 15, 0, 2
27) Cc1ccc(S(=O)(=O)N2CCCCC2)cc1NC(=O)CSc1nccn1C
 : -1, 104, -3, 101, 102, 0, 0, -3, 16, -1, -6
28) CCc1cc2c(C)cc(=O)oc2cc1Oc1ncccc1[N+](=O)[O-]
 : -1, u, 0, 106, 103, 0, -1, 3, 16, 1, -1
29) CC1CCN(CCOc2ccccc2-c2ccccc2)CC1
 : 0, 92, 1, 95, 92, -3, -1, -3, 13, 0, 28
30) CC(NS(C)(=O)=O)C(c1cccs1)N1CCN(C)CC1 (configuration not stated)
 : -6, 97, -6, 100, 99, -1, 2, -13, 31, 1, -13
31) Cc1ccc(/C=C2\CCC(C3CCCC3)C2=O)cc1 (configuration not stated)
 : 0, 95, -1, 96, 95, -2, -1, 2, 8, -1, -19
32) CCN(CC)CCN1C(=O)C(=O)/C(=C(/O)c2ccc(F)cc2)C1c1cccnc1 (configuration not stated)
 : -6, 95, -7, 99, 96, -7, -5, -6, 11, -3, -80
33) Cn1c(=O)n(Cc2ccc(Cl)cc2)c2ccccc21
 : -2, 82, -7, 91, 93, 0, 2, -10, 17, 5, 9
34) CC(C)Nc1nc(NC(C)C)nc(SCC(N)=O)n1
 : 0, 100, 0, 100, 97, 0, 0, -3, 21, 1, -20
35) CC(C)Oc1ccc(/C=N/NC(N)=S)cc1
 : -4, 110, 6, 100, 109, 0, 1, -3, 19, 0, -54
36) COCc1cc(=O)[nH]c2cc(NC(=O)C(C)(C)CCl)c(C)cc12
 : -9, 98, -11, 102, 101, -7, 0, -14, 32, -4, -5
37) Cc1cnc(C(=O)OCC(=O)Nc2ccc(C)c(S(=O)(=O)N3CCCCC3)c2)cn1
 : -9, 96, -6, 102, 100, -6, -5, -11, 16, 0, -15
38) O=C(NCc1ccccn1)c1ccc2ccccc2n1
 : 0, 100, 0, 92, 99, 2, 2, -1, 19, 1, -1
39) COc1ccc(OCc2nn3c(Cn4cnc5ccccc54)nnc3s2)cc1
 : 3, 97, 4, 93, 89, 4, 9, 7, 27, 7, -6
40) COCCN(CCOC)S(=O)(=O)c1ccc(C(=O)Nc2nc(C)c(C(C)=O)s2)cc1
 : 1, 104, -3, 99, 98, -2, -3, -2, 6, 0, -7

Some of these compounds in order of molar mass, falling.
Screens in order – Bcl-2 Bim block, RGS7-Gao reg, Bim-Bcl-B, RGS8-Gao reg, RGS4-Gao reg, Bcl-XL Bim block, Bcl-W Bim block, Bim-Bfl-1, GSH fluor, Bim-Mcl-1, Mcl1 Bid PPI
8) O=C(NC1CCCCC1)NC1CCN(C(=S)NCc2ccco2)CC1
 : -9, 91, -10, 95, 88, -9, 0, -15, 68, 0, -104
25) c1ccc(-c2nnc3sc(CN4CCc5ccccc54)cn23)cc1
 : -6, 101, -6, 100, 102, -1, 0, -12, 20, -1, -87
6) Cc1ccc(S(=O)(=O)CCC(=O)NCc2ccco2)cc1
 : -5, 98, -6, 99, 99, 1, -2, -13, 16, 1, -46

Going on with the list:
Screens in order – Bcl-2 Bim block, RGS7-Gao reg, Bim-Bcl-B, RGS8-Gao reg, RGS4-Gao reg, Bcl-XL Bim block, Bcl-W Bim block, Bim-Bfl-1, GSH fluor, Bim-Mcl-1, Mcl1 Bid PPI
41) Cc1cccc2cc(COC(=O)c3cccs3)c(=O)[nH]c12
 : 2, 101, -1, 104, 104, 0, -1, 2, 5, -1, -21
42) CCN=c1scc(-c2ccccc2)n1/N=C/c1ccccn1
 : -5, 102, -7, 106, 103, -9, -7, -6, 10, -4, -36
43) CCC(c1n[nH]c(=S)n1-c1ccccc1)N(C)C (configuration not stated)
 : -5, 105, -5, 102, 103, -8, -4, 1, 9, -10, -37
44) CC(C)c1ccccc1-n1c(SCC(=O)N2CCc3ccccc3C2)nc2ccccc2c1=O
 : -11, 102, -11, 97, 100, -9, -5, -10, 15, -5, -7
45) Cc1cccc2c(CCNC(=O)c3ccc([N+](=O)[O-])cc3)c[nH]c12
 : -8, 98, -6, 96, 97, -5, -3, -10, 12, -1, -37
46) COc1ccc2ccccc2c1CN1CCCC(CO)C1 (configuration not stated)
 : -1, 113, -2, 100, 101, -3, -5, -1, 18, -3, 7
47) COc1cc(/C=C2/C(=O)CNC2=O)ccc1O
 : 0, u, 2, 98, 97, 3, 1, 0, 11, 4, -27
48) Cn1c(SCC(=O)NC(c2ccccc2)c2ccccc2)nnc1-c1cccs1
 : -8, 104, 1, 104, 100, -1, -1, -7, 12, 2, -4
49) C=CCn1c(C)cc(C2=NNC(=NCC)SC2)c1C
 : 0, 97, 0, 100, 99, -6, 0, 3, 6, -4, -31
50) O=C(O)C1C2C=CC(C2)C1C(=O)OCc1ccccc1 (configuration not stated)
 : -6, 96, -5, 93, 92, 0, 3, -9, 41, -1, -37
51) COc1ccc([N+](=O)[O-])cc1NC(=S)NC(C)=O
 : -1, u, -3, 100, 99, 0, 0, -4, 17, 3, -6
52) Cn1c(=O)c2c(ncn2CC(O)CNc2cccc(Cl)c2)n(C)c1=O (configuration not stated)
 : -2, 100, -22, 102, 100, -10, -9, -8, 15, -7, -70
53) Nn1cnnc1SC1CCCCC1NS(=O)(=O)c1ccccc1 (configuration not stated)
 : -6, 98, -1, 99, 101, -2, -2, -11, 4, 1, -1
54) O=C(NC1(C(F)(F)F)NC(=O)N(Cc2ccco2)C1=O)c1cccnc1 (configuration not stated)
 : -4, 99, 0, 99, 99, -2, -2, -5, 17, -3, -9
55) CCCNC(=O)CS(=O)(=O)Cc1nc(-c2cccc(OC)c2)oc1C
 : -4, 103, -10, 98, 102, -2, 0, -11, 25, -4, 0
56) Cc1ccc(O)c(N=Cc2cccs2)c1
 : -4, 101, -9, 100, 100, -4, -2, -7, 16, -1, -35
57) CCCOP(=O)(OCCC)c1c([N+](=O)[O-])cc(C(F)(F)F)cc1[N+](=O)[O-]
 : 0, 88, -1, 93, 92, 3, 0, -1, 14, 1, -15
58) COc1ccc(NC(=O)CN2CCN(c3ccccc3Cl)CC2)cc1
 : 8, 97, -3, 96, 97, -8, -5, -1, 16, -2, -7
59) Cn1nnc(NC(=O)c2cccs2)n1
 : -4, 102, -4, 104, 104, 0, 0, -1, 9, -3, -5
60) NS(=O)(=O)c1cccc(NC(=S)NC(=O)C23CC4CC(CC(C4)C2)C3)c1
 : 2, 93, -8, 103, 98, -5, -3, 0, 5, -3, -23
